Mm-Cpn inhibitor = Inhibitors of TCP-1 ring complex (TRiC) of Methanococcus maripaludis (MmCpn): qHTS | 330,000 compounds, 0.031% hits | purified Mm-Cpn ATPase, ADP Transcreener TR-FRET | Potency, µM (titrated, usually from 76.9 µM), for inactives: at the highest dose activity, negative = inhibition, hits mostly inhibitors | Chaperonin Mm-Cpn (Methanococcus maripaludis); further: potency means the concentration at half of the fitted maximal effect; on the % scale 0 is the no-effect control and ±100 the full control effect; nearly all actives have a fitted effect of over 80% in size
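25 nM Mm-CPN + cpd, 10 min 37°C; + 10 uM ATP, 30 min 37°C; buffer 30 mM Tris pH 7.4, 100 mM KCl, 5 mM MgCl2, 1 mM DTT; Transcreener ADP HTRF detection 30 min RT.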
Abeta rescue = qHTS for compounds that reverse cellular toxicity of Amyloid beta (A-beta) peptide in yeast: Primary Screen | Potency, µM (top dose mostly 46.1 µM), for inactives: top-dose growth rescue, hits mostly activators | AID 1347071, 2019 | 410,000 compounds, 0.063% hits | yeast expressing A-beta42, growth rescue, OD600, 48 h; response scale: 0% DMSO, 100% iron-clioquinol control; further: potency means the concentration at half of the fitted maximal effect; nearly all actives have a fitted effect of over 55% in size
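Yeast growth medium received pinned compounds, then yeast cells expressing toxic A-beta were added; plates incubated at 30 C for 48 hr. Growth read as absorbance at 600 nm, normalized to DMSO and equimolar FeCl3 plus clioquinol controls.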
CCT modulator = High-Throughput Screening for Modulators of Cytosolic Chaperonin Activity; AID 651819, 2012; 360,000 compounds, 0.3% hits; activity change, % (no concentration beside the values), hits read low; purified chaperonin ATPase assay, HTRF ADP detection, 30 min; in the data active means activity change below about -30%; further: on the % scale 0 is the no-effect control and ±100 the full control effect
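TRiC (40 or 20 nM final, by batch activity) in 30 mM Tris pH 7.4, 100 mM KCl, 5 mM MgCl2, 1 mM DTT was treated with compound at 76 uM single dose, then 10 uM ATP, 30 min at 37 °C. ADP was read by HTRF Transcreener.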
TGFb inhibitor = qHTS for Inhibitors of TGF-b. HepG2 CAGA-GFP TGF-b/SMAD3 reporter, GFP fluorescence, 18 h; TGF-beta stimulated, 500 pg/mL final. Potency, µM (top dose mostly 46.1 µM), for the others: at the highest dose activity, negative = inhibition, actives largely listed as inhibitors. 410,000 compounds, 1.2% hits. AID 588855, 2011; further: potency means the concentration at half of the fitted maximal effect; on the % scale 0 is the no-effect control and ±100 the full control effect; nearly all actives have a fitted effect of over 65% in size
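Cell-based qHTS in HEPG2 carrying a CAGA-GFP Smad reporter; compounds added before 500 pg/mL final TGF-beta, 18 h incubation at 37 degrees C, GFP fluorescence quantified per cell by imaging cytometry.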
Akt phos inh = HTS Assay for Inhibitors of Akt Phophorylation: Primary Screen; 360,000 compounds, 0.32% hits; Neuro2A IGF-stimulated pAkt S473 HTRF, 20 min; active compounds read low; activity change, % for hits at 50 µM; in the data active means activity change below about -80%; inconclusive means mostly about -51% to -80%; further: on the % scale 0 is the no-effect control and ±100 the full control effect
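Single-point screen (50 µM final compound) in Neuro2A cells stimulated 20 min with 6 nM IGF at 37 deg C. After lysis, Ser473-phosphorylated Akt read by HTRF (ex 330 nm, em 615/665 nm) as the 665/615 ratio.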
A549 viability = Nrf2 qHTS screen for inhibitors: counterscreen for cytotoxicity; Potency, µM (series often up to 46 µM), inactives show top-dose activity change, negative = cytotoxicity, usual class: inhibitors; AID 504648, 2011; A549 ARE-Fluc cells, CellTiter-Fluor viability, 18-24 h; 390,000 compounds, 0.16% hits; further: potency means the concentration at half of the fitted maximal effect; on the % scale 0 is the no-effect control and ±100 the full control effect
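A549 ARE-Fluc cells in 5% FBS OPTI-MEM, 5000 cells/well, rested 2 h then exposed to compounds in concentration-response for 18-24 h at 37 °C. Viability by CellTiter-Fluor fluorescence (Ex 405/Em 525) after 30 min; luciferase luminescence (BugLite, 15 min, RT) read afterwards.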
Nrf2 block = Nrf2 qHTS screen for inhibitors. A549 ARE-Fluc reporter, luciferase luminescence, 18-24 h. Potency, µM (highest dose often 46 µM), without a hit: top-dose activity change, negative = inhibition, most hits filed as inhibitors. 360,000 compounds, 2.1% hits. AID 504444, 2011; further: potency means the concentration at half of the fitted maximal effect; on the % scale 0 is the no-effect control and ±100 the full control effect; nearly all actives have a fitted effect of over 60% in size
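In this cell-based qHTS, ARE-driven firefly luciferase in A549 cells reports Nrf2 activity; the luminescent signal after BugLite lysis is the measured value, with a prior CellTiter-Fluor read for cell health.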
Nrf2 ARE act = qHTS of Nrf2 Activators; 410,000 compounds, 0.31% hits; Potency, µM (doses to about 46.1 µM), for the others: at the top dose activation, usual class: activators; AREc32 ARE-luciferase reporter (MCF7-derived line), luminescence, 24 h; AID 624171, 2012; further: potency means the concentration at half of the fitted maximal effect; % of control where 0% means no effect; nearly all actives have a fitted effect of over 65% in size
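Reporter line AREc32 (ARE-Fluc), seeded overnight in OPTI-MEM with 5% FBS; compound pin-transferred, 24 hr at 37 deg C, 5% CO2; luminescent read-out.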
HepG2 viability = qHTS for Inhibitors of TGF-b: Cytotox Counterscreen; Potency, µM (series often up to 46.1 µM), without a hit: at the top dose activity change, negative = cytotoxicity, hits mostly cytotoxic; AID 588856, 2011; HepG2 CAGA-GFP viability, ATP luminescence, 18 h; 410,000 compounds, 0.76% hits; further: potency means the concentration at half of the fitted maximal effect; some results filed as inactive show a strong effect at the top dose
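HepG2 CAGA-GFP cells (1000/well, DMEM with 1% FBS) received compound, then TGF-beta at 500 pg/mL final, and were incubated 18 hours at 37 degrees C. Viability was read by CellTiter-Glo luminescence. Media-only wells were set as complete cell-killing and DMSO as no toxicity.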
An asterisk follows results filed as active; i = inactive; ? = inconclusive; / = not tested or not shown; [ ] = another dose, or the depositor's remark. Unless noted, the call rests on the fitted dose curve; in most records, active means well fitted curve in the direction sought with a large enough effect; inconclusive means small, poorly fitted or top-dose-only effect, or another doubt; inactive means no such curve, though single readings can be large; an effect the other way counts as inactive or inconclusive.

SMILES | Mm-Cpn inhibitor | Abeta rescue | CCT modulator | TGFb inhibitor | Akt phos inh | A549 viability | Nrf2 block | Nrf2 ARE act | HepG2 viability
O=C(Nc1ccc(N2CCOCC2)cc1)c1cccc(-n2cnnc2)c1 | -3.1% | -8.6% | -0.1 | 0.0% | i | 4.9% | 6.7% | 0.4% | 0.0%
O=c1cc(Cl)[nH]c(=O)n1Cc1ccccc1 | 0.4% | 12.0% | -4.0 | 8.9% | i | 4.9% | -7.8% | 0.3% | 3.0%
CC1CC(C)(C)NC(=S)N1CCC(=O)N1CCN(Cc2ccccc2)CC1 (stereo unspecified) | 0.4% | -1.8% | -0.2 | -2.9% | i | 4.5% | 1.9% | 0.7% | -15.0%
O=C(Nc1cccc(NC(=O)c2nccc3ccccc23)c1)c1ccco1 | 0.6% | 27.0% | -0.1 | 4.2% | i | 0.1% | -20.7% | 29.0% | -39.7%
O=C(COc1ccccc1F)Nc1cc(S(=O)(=O)N2CCOCC2)ccc1N1CCOCC1 | -0.3% | 3.5% | 1.1 | 5.9% | i | 1.3% | -20.7% | -0.6% | -9.3%
COc1cccc(C(=O)NC2CCCc3c2cnn3-c2ccc(C)c(C)c2)c1OC (stereo unspecified) | 2.5% | -7.8% | 0.0 | 5.2% | i | -3.7% | ? | 0.2% | 7.8%
Cc1cccc(C)c1NC(=O)C1(C)CCC(=O)N1C1CC1 (stereo unspecified) | / | -16.0% | -0.6 | -5.2% | i | / | / | 0.4% | 1.6%
COc1ccc(NC(=O)N2CCC(c3ccccc3)C2)c(OC)c1 (stereo unspecified) | 0.1% | 3.5% | -0.9 | 0.0% | i | 1.9% | -4.7% | 0.1% | -17.1%
COc1cc2c(cc1OC)C(O)=CC(=O)C2=O | / | -15.1% | 0.8 | -12.5% | i | / | / | 0.2% | -31.3%
O=C(Nc1cccnc1Cl)c1cccc(S(=O)(=O)N2CCOCC2)c1 | -0.5% | 15.2% | 2.4 | 19.0% | i | 2.2% | -7.1% | 0.4% | -4.6%
Cc1ccc(C(C)C)c(OCCN(C)C)c1 | 0.2% | 5.4% | -2.1 | -4.7% | i | -4.9% | -16.0% | 0.3% | -2.4%
CCCC(=O)Nc1cc(OC)c(NC(=S)Nc2cccc(C)c2)cc1OC | / | 0.2% | 1.8 | 9.2% | i | / | / | 3.3% | -0.1%
COc1ccc(/C=C/C(=O)C2(O)CCCCC2)cc1OC | 1.3% | -9.8% | -1.3 | ? | i | -1.3% | -17.5% | ? | -24.8%
C/C(CC(=O)Nc1cccc(C(F)(F)F)c1)=N\NC(=O)C1CCCCC1 | 0.9% | 7.4% | 0.0 | ? | i | -2.7% | ? | 3.7% | 1.2%
O=C(NCC1COc2ccccc2O1)c1cc2ccccc2o1 (stereo unspecified) | 2.5% | 6.6% | 0.1 | -0.8% | i | 7.5% | ? | 9.1% | 2.5%
O=C(/C=C/[C@H]1O[C@@H](n2cnc3c(NC(=O)c4ccccc4)ncnc32)[C@H](O)[C@@H]1O)NCc1ccc2c(c1)OCO2 | / | -16.0% | -0.9 | -6.8% | i | / | / | 0.3% | -57.9%
CCCSCCCNC(=O)C1CCCN(C(=O)c2cnn(-c3ccccc3)c2-n2cccc2)C1 (stereo unspecified) | / | 1.6% | / | 15.8µM* | / | -0.4% | ? | 4.4% | -22.5%
COc1ccc(C2c3cc(OC)c(OC)cc3CCN2C(=O)c2ccccc2)cc1OC (stereo unspecified) | 0.3% | 1.5% | -1.1 | 5.0% | i | 1.6% | -17.5% | 0.4% | 1.7%
Cc1ccc(C)c(OCC(=O)O/N=C(\N)c2cccnc2)c1 | 1.0% | 2.9% | -0.1 | 8.2% | i | -2.1% | ? | 0.1% | -0.1%
CCOC(=O)C1CCN(C(=O)CN(c2cc(OC)ccc2OC)S(=O)(=O)c2ccccc2)CC1 | 0.5% | 11.1% | 0.5 | ? | i | -10.5% | 4.5% | 0.2% | -1.0%
CCOC(=O)c1nnc(-c2ccc(C)cc2)nc1Sc1ccccc1Cl | 1.2% | -3.6% | 0.4 | ? | i | -4.3% | -2.0% | 0.0% | -11.9%
CN1CCN(CCCNC(=O)Cn2ncc3c4ccccc4n(C)c3c2=O)CC1 | 0.6% | 0.3% | -0.8 | 18.4% | i | -1.8% | 6.3% | 0.4% | 9.2%
CCC(=O)N(C)CCc1cc2c(c(OC)c1/C=N/NC(=O)c1ccccc1O)OCO2 | -1.0% | 6.5% | -0.4 | -24.4% | i | -3.9% | 10.2% | 0.1% | 17.1%
CN(C)/C=C/C(=O)c1cnc(-c2ccccc2)s1 | -17.7% | 4.0% | 1.2 | -24.8% | i | -2.2% | ? | 3.0% | -5.3%
O=C(NCCN1CCN(Cc2ccccc2)CC1)c1cc2c(=O)[nH]c3ccccc3c2s1 | -1.5% | -10.4% | 4.3 | ? | i | -21.2% | 6.8% | 17.6% | -58.5%
CN(C(=O)CSc1nc2ccccc2[nH]1)c1ccc(F)cc1 | / | 8.1% | / | ? | / | 3.3% | 9.3% | 4.0% | 0.4%
O=C(COC(=O)C1=COCCO1)Nc1ncc(Cl)cc1Cl | -1.5% | 9.1% | 0.1 | -12.6% | i | -4.7% | 8.3% | -0.1% | -16.0%
CC(C)Oc1cc(NC(=O)CSCC(=O)Nc2cccc(C(F)(F)F)c2)c(Cl)cc1Cl | 0.6% | 9.6% | 0.6 | 11.2µM* | i | 2.4% | 6.5% | 9.5% | -87.1%
Cc1ccc(N2C(=O)C(Cl)=C(N3CCCCCC3)C2=O)c(C)c1 | -0.2% | -8.6% | 2.5 | -13.0% | i | ? | 23.1µM* | -1.3% | -5.3%
CC(NC(=O)c1ccccc1F)c1nnc(SCC(=O)Nc2nnc(C3CC3)s2)n1C (stereo unspecified) | 0.0% | -6.2% | 2.2 | 1.3% | i | -0.8% | -7.2% | 0.2% | 17.5%
COc1ccc2c(c1)C(c1cccs1)=NNC(c1ccncc1)=N2 | -1.2% | -16.3% | -1.3 | 3.7% | i | 0.6% | -3.8% | -0.7% | -54.2%
c1cc2c(cc1C1CCCCC1)c1c3n2CCCNC3CCC1 (stereo unspecified) | -0.9% | -25.3% | 1.3 | 0.0% | i | -0.8% | -6.5% | -3.4% | 12.6µM*
CC(C)NC(=O)N(C)C[C@@H]1Oc2ccc(NC(=O)CCN3CCOCC3)cc2CC(=O)N([C@@H](C)CO)C[C@@H]1C | 0.3% | -17.6% | 0.5 | 40.6%[activator] | i | -0.5% | 6.8% | 0.0% | 29.0%
Cc1nn2c(NCCCn3ccnc3)cc(C(C)C)nc2c1-c1ccccc1 | 0.7% | -3.5% | -1.3 | 14.0% | i | -9.7% | -12.1% | 6.8% | -37.2%
COc1ccc(C2=[N+](C)CCn3cccc32)c(OC)c1 | 0.3% | -1.3% | -2.4 | -7.7% | i | -12.5% | ? | -0.1% | -32.4%
Cc1ccc(C(=O)Nc2cccc(C(=O)OCc3cc(=O)n4c5c(sc4n3)CCCC5)c2)cc1 | / | -7.6% | / | ? | / | 5.9% | / | 7.0% | -24.8%
C=CCNC(=O)CSc1ccc(Cl)cc1 | 0.1% | -3.5% | -0.6 | -1.8% | i | 7.3% | 4.8% | 0.4% | 4.6%
COc1ccccc1C(=O)N/C(=C/c1ccc(Br)cc1)C(=O)N1CCOCC1 | / | 9.4% | 1.1 | -5.0% | i | / | / | 0.0% | 3.0%
CCCCn1c(N)c(N(CCOC)C(=O)COC(=O)c2cc(CCC)c(C)s2)c(=O)[nH]c1=O | -2.7% | ? | -0.5 | -4.3% | i | 0.4% | 2.2% | -0.1% | 1.8%
COC(=O)c1ccccc1S(=O)(=O)N1CCC(C(=O)OCC(=O)NC2CCCCC2C)CC1 (stereo unspecified) | -1.3% | 1.4% | -1.9 | 0.3% | i | 0.7% | 4.7% | -0.3% | 2.9%
CCN1CCCC1CNC(=O)c1cc2c(=O)n(C)c3ccccc3c2n1C (stereo unspecified) | -3.5% | -15.6% | -4.6 | 39.2%[activator] | i | -8.5% | -1.8% | 15.1% | 57.7%
Cc1ccccc1C1=NC(C(F)(F)F)(C(F)(F)F)c2c(n(-c3ccc(F)cc3)c(=O)[nH]c2=O)N1 | -3.0% | 6.9% | -0.8 | 9.7% | i | -9.4% | ? | 2.2% | 7.5%
CN(C1CCCC1)C1CCN(C(=O)CNC(=O)/C=C/c2cccc(C(F)(F)F)c2)CC1 | 4.0% | 0.6% | -2.4 | -3.5% | i | 2.2% | 4.0% | 2.4% | -29.5%
COc1ccc(C(=O)COC(=O)C(CC(C)C)N2C(=O)c3ccccc3C2=O)cc1 (stereo unspecified) | 0.0% | 20.8% | -1.8 | -2.5% | i | -15.9% | ? | 0.1% | -14.9%
COc1ccc(NS(=O)(=O)c2cccc(C(=O)NCCCN3CCCC3=O)c2)cc1 | 0.1% | 9.8% | -2.6 | -3.8% | i | 0.4% | -2.0% | 0.3% | 0.5%
